ERAP1 HTS inh = human ERAP1 aminopeptidase inhibitors, primary screen, biochemical, single point, plate reader | recombinant ERAP1, Leu-AMC fluorescence, 60 min | AID 652197, 2013 | 340,000 compounds, 0.15% hits | inhibition, % at 10.7 µM | Endoplasmic reticulum aminopeptidase 1 (Homo sapiens), Q9NZ08;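 active means mean replicate inhibition of at least 30%, or all replicates individually reaching that 30% level; inactive means mean below 30% and not every replicate reaching it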;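 further: 0% = neutral control wells and 100% = L-leucinethiol positive control wells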
Target sequence (Q9NZ08 whole entry, looked up): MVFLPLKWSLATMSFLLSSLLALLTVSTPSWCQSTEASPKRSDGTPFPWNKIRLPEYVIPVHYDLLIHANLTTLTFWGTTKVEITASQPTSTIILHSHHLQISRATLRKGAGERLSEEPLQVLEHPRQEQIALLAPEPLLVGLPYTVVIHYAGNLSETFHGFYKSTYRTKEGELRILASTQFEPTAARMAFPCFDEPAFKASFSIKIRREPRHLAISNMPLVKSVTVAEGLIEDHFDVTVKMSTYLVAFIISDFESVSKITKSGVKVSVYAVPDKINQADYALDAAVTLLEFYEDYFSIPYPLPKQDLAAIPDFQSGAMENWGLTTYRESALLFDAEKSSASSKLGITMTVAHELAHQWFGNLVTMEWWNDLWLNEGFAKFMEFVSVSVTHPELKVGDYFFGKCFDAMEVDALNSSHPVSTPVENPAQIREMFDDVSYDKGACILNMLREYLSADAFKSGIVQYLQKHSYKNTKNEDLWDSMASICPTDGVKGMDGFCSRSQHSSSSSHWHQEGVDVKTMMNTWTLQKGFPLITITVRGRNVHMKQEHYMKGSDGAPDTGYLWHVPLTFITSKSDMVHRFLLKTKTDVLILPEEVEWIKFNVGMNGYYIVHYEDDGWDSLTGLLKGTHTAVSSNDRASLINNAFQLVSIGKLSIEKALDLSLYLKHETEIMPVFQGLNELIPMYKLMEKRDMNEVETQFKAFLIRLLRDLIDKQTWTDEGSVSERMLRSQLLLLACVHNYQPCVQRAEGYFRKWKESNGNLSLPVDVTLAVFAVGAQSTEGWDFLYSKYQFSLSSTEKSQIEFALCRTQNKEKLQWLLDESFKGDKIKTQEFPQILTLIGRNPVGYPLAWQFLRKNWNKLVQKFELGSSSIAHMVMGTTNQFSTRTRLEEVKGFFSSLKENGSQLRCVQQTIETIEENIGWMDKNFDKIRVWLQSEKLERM
E-sel inducer = E-selectin induction in HUVECs, primary screen, imaging, HUVEC, immunofluorescence imaging, single point; P16581; 260,000 compounds, 0.37% hits; normalized: neutral wells 0, TNF-alpha wells 100; activation, % at 7.58 µM;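 active means mean E-selectin-positive cell signal at least 10% of the positive control, reached in at least 60% of replicates, without over 20% cell loss; inconclusive means no rule given, readout overlaps actives, possibly toxicity-flagged; inactive means the rest, including those meeting only one limit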;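 further: in these data hits start at about 27%; measured in HUVEC primary endothelial cells; signal is the percent of cells scored E-selectin positive by PE staining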
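Read-out: % PE-positive cells | Test system: HUVEC | Doses: One compound dose added by pin transfer | Buffer or medium: EGM-2 over gelatin coat | Signal: Immunofluorescence imaging | Benchmarks: TNF-alpha, DMSO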
esBAF inh = Bmi1 luciferase reporter increase in mESCs, primary screen, esBAF inhibitor project, mouse ES cells, Bmi1 luciferase knock-in, single point | 24 h; 100% = twice the neutral-well signal | 350,000 compounds, 2% hits | reporter increase, % at 12.5 µM | AID 602393, 2012; in the data active means activation above about 40%; inconclusive means no clear call, values can overlap the other calls;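 further: 0% = median of the plate's neutral control wells and 100% = double that signal; a rise in the Bmi1 reporter signal indicates esBAF inhibition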
ERp5 block = inhibitors of ERp5-driven insulin aggregation, primary screen, biochemical, turbidity, absorbance 650 nm, single point; Protein disulfide-isomerase A6 (Homo sapiens), Q15084; 90 min; inhibition, % at 9.99 µM; 350,000 compounds, 0.05% hits; AID 651711, 2012;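 active means mean replicate inhibition above about 25%, with every replicate also reaching it, limit read from the data, passing the limit was not always enough; inconclusive means only one of those two criteria met; inactive means neither criterion met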
XiGFP reactiv = activators of inactive X chromosome reactivation, primary screen, imaging, XiGFP fibroblasts, GFP high-content imaging, set 2; 360,000 compounds, 0.055% hits; XiGFP mouse fibroblasts, % GFP-positive cells imaging, 3 d; cells co-treated with 5-aza-dC sensitizer; scaled so ellipticine positive control = 100%; AID 743238, 2013; activation, % at 7.58 µM;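 active means mean normalized replicate activation at least 10% and every replicate at or above 10%; inconclusive means only one of the two criteria met; inactive means mean below 10% and not all replicates reach 10%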;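 further: 0% = median of on-plate neutral control wells and 100% = ellipticine 6 µM median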
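Assay system: SV40-immortalized XiGFP fibroblast cells, line 68-5-11; buffer or medium: DMEM plus 5-aza-dC sensitizer; compound: one concentration, pinned; timing: compounds 3 days, fix/stain 15 min at room temperature; benchmarks: positive control ellipticine, 6 µM final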
RAD54 inh = inhibitors of human RAD54 branch migration, primary screen, biochemical, fluorescence, single point. inhibition, % at 10.4 µM. RAD54 Holliday junction branch migration, FAM/BHQ fluorescence. DNA repair and recombination protein RAD54-like (Homo sapiens), Q92698. 360,000 compounds, 0.14% hits;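 active means mean normalized replicate activity at least 40 and at least half of replicates scoring 40 or more; inconclusive means only one of the two criteria met; inactive means mean below 40 and under half of replicates reaching 40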;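 further: 0% = median of neutral control wells and 100% = median of positive control wells; inhibitors cause a drop in the FAM fluorescence signal; in these data hits start at about 50%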
RAD52 anneal inh = RAD52 DNA annealing inhibitors, primary screen, biochemical, FRET, single point, set 2. DNA repair protein RAD52 homolog (Homo sapiens), P43351. recombinant RAD52 DNA annealing, FRET fluorescence. inhibition, % at 18.7 µM. 360,000 compounds, 0.46% hits;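 active means every replicate showing at least 50% inhibition; inconclusive means mean inhibition at least 50% but not in every replicate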
S100A4 inh HTS = inhibitors of S100A4-myosin IIA peptide binding, primary screen, biochemical, fluorescence polarization, TAMRA-MyoIIA peptide. AID 652163, 2013. inhibition, % at 10.7 µM. Protein S100-A4 (Homo sapiens), P26447. 360,000 compounds, 0.14% hits;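 active means mean inhibition of at least 70% across replicates, with every replicate also reaching that level; inconclusive means mean inhibition reaches 70% but some replicates fall short; inactive means mean inhibition below 70%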
Target sequence (P26447 whole entry, looked up): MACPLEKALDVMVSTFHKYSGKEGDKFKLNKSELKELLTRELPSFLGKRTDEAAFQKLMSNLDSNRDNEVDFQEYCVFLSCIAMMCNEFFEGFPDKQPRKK
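Compound dosing: one dose per compound; test system: human S100A4 monomer with TAMRA-labelled myosin IIA peptide; probe or stimulus: TAMRA-labelled myosin IIA heavy-chain peptide probe, 5 nM; medium: HEPES buffer with Ca2+, pH 7.2; schedule: 5 min incubation before reading; benchmarks: neutral control DMSO, positive control TFP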
An asterisk follows results filed as active.

COc1ccc(CCN(Cc2nc3ccccc3c(=O)[nH]2)C(=O)C2CC2)cc1 was read as ERAP1 HTS inh 5, esBAF inh -1, ERp5 block -1, XiGFP reactiv 0.0, RAD54 inh -1, RAD52 anneal inh -16 and S100A4 inh HTS -10.
Screening Cc1ccc(N(C(=O)c2csnn2)C(C(=O)NC2CCCCC2)c2ccncc2)cc1 (configuration not stated) returned ERAP1 HTS inh -1, esBAF inh 0, ERp5 block 0, XiGFP reactiv 0.0, RAD54 inh -3, RAD52 anneal inh -14 and S100A4 inh HTS -14.
`C[C@@H]1CN([C@H](C)CO)S(=O)(=O)c2ccc(-c3ccc(F)cc3)cc2O[C@H]1CN(C)S(C)(=O)=O` gave ERAP1 HTS inh 5, E-sel inducer -0.8, esBAF inh -1, ERp5 block -4, XiGFP reactiv 0.3, RAD54 inh 8, RAD52 anneal inh 22 and S100A4 inh HTS 2.
COc1ccc(NC(=O)c2sc(=O)n(Cc3ccc(S(=O)(=O)N(C)C)cc3)c2C)cc1 was read as esBAF inh -13, ERp5 block -1, XiGFP reactiv 0.0, RAD54 inh -8, RAD52 anneal inh -29 and S100A4 inh HTS 0.
CCCC[n+]1ccn(-c2nc3ccccc3nc2[N-]S(=O)(=O)c2ccc(Cl)cc2)c1 was read as ERAP1 HTS inh 3, E-sel inducer 0.1, ERp5 block 0, XiGFP reactiv 0.0, RAD52 anneal inh -13 and S100A4 inh HTS -1.
For O=C(NC1CC1)c1cc2c(s1)-c1ccccc1OC2 the results were ERAP1 HTS inh -92, E-sel inducer inconclusive, esBAF inh 45*, ERp5 block -2, XiGFP reactiv 0.3, RAD54 inh 9, RAD52 anneal inh -2 and S100A4 inh HTS -4.
`C[C@H]1CN([C@@H](C)CO)C(=O)c2cc(-c3ccc(F)cc3)cnc2O[C@@H]1CN(C)C(=O)c1ccc(F)cc1` gave ERAP1 HTS inh -3, E-sel inducer 0.4, esBAF inh 3, ERp5 block 0, XiGFP reactiv -0.8, RAD54 inh -2, RAD52 anneal inh 0 and S100A4 inh HTS 8.
For O=C(NCCc1ccc(F)cc1)Nc1ccccc1 the results were ERAP1 HTS inh 1, esBAF inh 39, ERp5 block 0, XiGFP reactiv 0.0, RAD54 inh -6, RAD52 anneal inh -9 and S100A4 inh HTS -1.
Screening CCN(c1ccccc1)S(=O)(=O)c1ccc(Cl)c(NC(=O)CSc2nc(N)cc(=O)[nH]2)c1 returned ERAP1 HTS inh 0, E-sel inducer -0.1, esBAF inh -2, ERp5 block -5, XiGFP reactiv 0.1, RAD54 inh -2, RAD52 anneal inh -20 and S100A4 inh HTS 6.
COC(=O)c1c(-c2c(Cl)cccc2Cl)noc1NC(=O)NN1CCCCC1 was read as esBAF inh 1, ERp5 block -1, XiGFP reactiv 0.1, RAD54 inh 2, RAD52 anneal inh -1 and S100A4 inh HTS -2.
Screening COCC(=O)N1[C@@H](CO)[C@@H](c2ccccc2)C12CN(C(=O)c1cccnc1)C2 returned ERAP1 HTS inh 0, E-sel inducer 0.0, ERp5 block -2, XiGFP reactiv 0.0, RAD52 anneal inh -7 and S100A4 inh HTS 26.
`O=C(C[C@H]1C=C[C@H](NS(=O)(=O)c2ccc(F)cc2)[C@@H](CO)O1)NCCN1CCCCC1` gave ERAP1 HTS inh 1, E-sel inducer -0.6, esBAF inh 3, ERp5 block 1, XiGFP reactiv -0.1, RAD54 inh -1, RAD52 anneal inh -1 and S100A4 inh HTS 11.
Screening O=C(NNC(=O)c1nn(-c2ccc(F)cc2)ccc1=O)c1ccc(C(F)(F)F)cc1 returned ERAP1 HTS inh 6, E-sel inducer -0.2, ERp5 block -5, XiGFP reactiv 0.0, RAD52 anneal inh -10 and S100A4 inh HTS -3.
Screening CC(C)NC(=O)N(C)C[C@@H]1OCCCC[C@H](C)Oc2ccc(NC(=O)c3ccncc3)cc2C(=O)N([C@@H](C)CO)C[C@H]1C returned ERAP1 HTS inh -1, E-sel inducer 0.3, esBAF inh 3, ERp5 block 1, XiGFP reactiv 0.2, RAD54 inh 8, RAD52 anneal inh -16 and S100A4 inh HTS -5.
`CC[C@@H](NC(=O)[C@H](Cc1ccccc1)NC(=O)CC[C@H]1O[C@@H](n2ccc(=O)[nH]c2=O)[C@H](O)[C@@H]1O)c1ccccc1` gave E-sel inducer -1.5, esBAF inh -6, ERp5 block 0, XiGFP reactiv 0.2, RAD54 inh -14, RAD52 anneal inh -19 and S100A4 inh HTS 3.
`Oc1[nH]c2ccc(Br)cc2c1N=Nc1ccc(C(F)(F)F)cn1` gave ERAP1 HTS inh 0, esBAF inh -2, ERp5 block 0, XiGFP reactiv 0.1, RAD54 inh -8, RAD52 anneal inh -37 and S100A4 inh HTS -3.
Screening CCNC(=O)C1(C)CCCN(C(=O)c2sccc2C)C1 (configuration not stated) returned ERAP1 HTS inh 3, E-sel inducer -0.1, esBAF inh 0, ERp5 block 1, XiGFP reactiv -0.1, RAD54 inh 0, RAD52 anneal inh 0 and S100A4 inh HTS -6.
For Cc1ccc(NS(=O)(=O)c2c(C(=O)N3CCCC3)c(C)n(C)c2C)cc1 the results were ERAP1 HTS inh -6, esBAF inh -6, ERp5 block 1, XiGFP reactiv -0.1, RAD54 inh -7, RAD52 anneal inh -8 and S100A4 inh HTS -2.
Cc1ccc(C(=O)N2CCC3(CC2)NCCc2[nH]cnc23)cc1C was read as ERAP1 HTS inh -3, esBAF inh -3, ERp5 block 2, XiGFP reactiv 0.0, RAD54 inh -3, RAD52 anneal inh -8 and S100A4 inh HTS 1.
O=C(NCc1ccccc1)c1ccc[n+]([O-])c1 was read as ERAP1 HTS inh 0, esBAF inh -1, ERp5 block 0, XiGFP reactiv 0.1, RAD54 inh 8, RAD52 anneal inh -7 and S100A4 inh HTS -4.
For O=C(CCCCn1cnc2c(=S)nc[nH]c21)Nc1ccc(C(=O)O)c(O)c1 the results were ERAP1 HTS inh -26, E-sel inducer -0.2, esBAF inh 12, ERp5 block -9, XiGFP reactiv 0.1, RAD54 inh -6, RAD52 anneal inh -96 and S100A4 inh HTS -5.
For C[C@@H]1CN([C@H](C)CO)C(=O)c2cc(NC(=O)Cc3ccccc3)ccc2O[C@@H](C)CCCCO[C@H]1CN(C)Cc1ccccc1 the results were ERAP1 HTS inh 2, esBAF inh -4, ERp5 block -6, XiGFP reactiv 0.1, RAD54 inh -3, RAD52 anneal inh 20 and S100A4 inh HTS -9.
Screening CC(C)C(NC(=O)c1c(F)cccc1F)C(=O)NCc1ccc(S(=O)(=O)N2CCOCC2)cc1 (configuration not stated) returned ERAP1 HTS inh 0, E-sel inducer 0.0, esBAF inh -2, ERp5 block 0, XiGFP reactiv 0.1, RAD54 inh -10, RAD52 anneal inh 6 and S100A4 inh HTS -6.
`C[C@H](CO)N1C[C@H](C)[C@H](CN(C)Cc2ccc(C(=O)Nc3ccccc3N)cc2)Oc2ccc(NS(C)(=O)=O)cc2C1=O` gave ERAP1 HTS inh 1, esBAF inh -7, ERp5 block -11, XiGFP reactiv -0.3, RAD54 inh -7, RAD52 anneal inh 7 and S100A4 inh HTS 4.
O=C(C(=O)N1CCOCC1)c1cn(CC(=O)N2CCc3ccccc3C2)c2ccccc12 was read as ERAP1 HTS inh 1, E-sel inducer 0.6, esBAF inh -5, ERp5 block -2, XiGFP reactiv 0.0, RAD54 inh 7, RAD52 anneal inh -16 and S100A4 inh HTS -2.
`CO[C@H]1CN(C)C(=O)c2cc(NS(C)(=O)=O)ccc2OC[C@@H](C)N(Cc2nccs2)C[C@@H]1C` gave ERAP1 HTS inh 4, E-sel inducer -0.1, esBAF inh -3, ERp5 block -2, XiGFP reactiv -0.1, RAD54 inh -13, RAD52 anneal inh -8 and S100A4 inh HTS 3.
For C/C=C/c1ccc([C@H]2[C@@H](CO)N(Cc3ccc(F)cc3)[C@H]2CNC(C)=O)cc1 the results were ERAP1 HTS inh -1, E-sel inducer 0.0, ERp5 block 10, XiGFP reactiv 0.0, RAD52 anneal inh 14 and S100A4 inh HTS 2.
`O=C(CNS(=O)(=O)c1ccccc1)OCC(=O)c1ccc(F)cc1` gave ERAP1 HTS inh 1, esBAF inh 1, ERp5 block -1, XiGFP reactiv 0.1, RAD54 inh 12, RAD52 anneal inh -17 and S100A4 inh HTS 12.
O=C(CNCc1ccc(Cl)cc1)Nc1ccc(C(=O)N2CCCCC2)cc1 was read as ERAP1 HTS inh -5, esBAF inh -2, ERp5 block -7, XiGFP reactiv 0.0, RAD54 inh -2, RAD52 anneal inh -14 and S100A4 inh HTS 3.
CC(Oc1ccccc1)C(=O)N1CCc2ccccc2C1 (configuration not stated) was read as ERAP1 HTS inh -3, E-sel inducer 0.0, esBAF inh 6, ERp5 block 0, XiGFP reactiv 0.1, RAD54 inh 5, RAD52 anneal inh -5 and S100A4 inh HTS 2.
CNC(=S)NCCc1ccccc1 was read as ERAP1 HTS inh 1, E-sel inducer -0.6, ERp5 block 1, XiGFP reactiv 0.1, RAD52 anneal inh -10 and S100A4 inh HTS -8.
O=C(CN1C(=O)C2CC=CCC2C1=O)Nc1nc(-c2ccc(F)c(F)c2)cs1 (configuration not stated) was read as ERAP1 HTS inh 4, E-sel inducer 1.9, esBAF inh 8, ERp5 block -9, XiGFP reactiv 0.3, RAD54 inh -14, RAD52 anneal inh -30 and S100A4 inh HTS 4.
`O=C(C1CCC1)N1CCCCN2[C@H](CO)[C@H](c3ccc(-c4cccc(F)c4)cc3)[C@H]2C1` gave ERAP1 HTS inh -1, esBAF inh -6, ERp5 block -3, RAD54 inh 0, RAD52 anneal inh 16 and S100A4 inh HTS -15.
`COc1cccc(-c2cnc(C(O)c3ccc(SC)cc3)[nH]2)c1` (configuration not stated) gave ERAP1 HTS inh 0, E-sel inducer 0.0, esBAF inh 10, ERp5 block 0, XiGFP reactiv 0.0, RAD54 inh 4, RAD52 anneal inh -65 and S100A4 inh HTS -5.
For Cc1cc(C(=O)NNC(=O)c2ccc(Cl)cc2)no1 the results were ERAP1 HTS inh 4, E-sel inducer -0.1, ERp5 block 4, XiGFP reactiv 0.0, RAD54 inh -3, RAD52 anneal inh -10 and S100A4 inh HTS 0.
For CO[C@H]1CN(C)C(=O)c2ccc(NS(C)(=O)=O)cc2OC[C@H](C)N(Cc2cncnc2)C[C@@H]1C the results were ERAP1 HTS inh 2, E-sel inducer -0.2, ERp5 block -6, XiGFP reactiv 0.6, RAD52 anneal inh -15 and S100A4 inh HTS 7.
For O=C(NCc1ccco1)c1ccc(S(=O)(=O)N2CCCCCC2)cc1 the results were ERAP1 HTS inh 3, E-sel inducer -0.8, esBAF inh 9, ERp5 block -4, XiGFP reactiv -0.1, RAD54 inh 13, RAD52 anneal inh -12 and S100A4 inh HTS -2.

Assay outcomes from PubChem.
